# PAFAH2 FP inh: PAFAH2 enzyme inhibitors, primary screen, biochemical, fluorescence polarization, human; Platelet-activating factor acetylhydrolase 2, cytoplasmic (Homo sapiens), Q99487; recombinant PAFAH2, FP-rhodamine activity probe; inhibition, % at 3.39 µM; 340,000 tested, 0.99% active; AID 492956, 2010;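 active = inhibition above the mean over all tested compounds plus 3 SD, cut at about 30% in these data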;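 also: inhibitors block probe labeling of enzyme so polarization drops; 0% = enzyme with DMSO and 100% = wells lacking PAFAH2 protein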
# PAD4 FP inh: human PAD4 inhibitors, primary screen, biochemical, fluorescence polarization, 1536-well format; Protein-arginine deiminase type-4 (Homo sapiens), Q9UM07; recombinant PAD4, RCA probe fluorescence polarization; inhibition, % at 6.36 µM; 330,000 tested, 0.41% active; AID 485272, 2010;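 active = percent inhibition above a cutoff equal to the mean of all tested compounds plus 3 SD, cut at about 15% in these data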;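 also: 0% = PAD4 with RCA probe and DMSO and 100% = probe without PAD4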
# PME-1 primary: PME-1 inhibitors via competitive probe labeling, primary screen, biochemical, fluorescence polarization, FP-Rh probe, HTS; recombinant PME-1; inhibition, % at 5.9 µM; 320,000 tested, 0.53% active; AID 2130, 2009;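 active = inhibition above the campaign mean of all compounds plus 3 SD, cut at about 26% in these data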;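 also: competitive labeling of PME-1 active site by serine hydrolase directed probe; 0% = PME-1 with DMSO and 100% = wells lacking PME-1 enzyme; inhibitors block probe labeling so polarization falls and inhibition rises; many of its hits are not listed in these tables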
# Target sequence (Q9Y570 whole entry, looked up): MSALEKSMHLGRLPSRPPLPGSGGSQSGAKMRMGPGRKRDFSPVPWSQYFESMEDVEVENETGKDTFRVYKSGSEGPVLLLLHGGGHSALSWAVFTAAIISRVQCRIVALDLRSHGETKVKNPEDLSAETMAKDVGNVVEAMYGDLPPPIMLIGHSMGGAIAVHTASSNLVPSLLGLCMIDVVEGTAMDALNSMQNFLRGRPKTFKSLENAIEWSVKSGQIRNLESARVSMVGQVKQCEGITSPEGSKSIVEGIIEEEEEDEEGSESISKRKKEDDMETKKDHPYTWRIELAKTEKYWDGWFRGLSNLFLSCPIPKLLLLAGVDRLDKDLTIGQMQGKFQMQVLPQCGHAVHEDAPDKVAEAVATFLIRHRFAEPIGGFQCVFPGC
# GSTO1 inh: inhibitors of recombinant GSTO1, primary screen, counter-screen for RBBP9 inhibitor project, biochemical, fluorescence polarization; inhibition, % at 5.96 µM; activity-based probe fluorescence polarization; Glutathione S-transferase omega-1 (Homo sapiens), P78417; 300,000 tested, 1.1% active;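 active = inhibition above the campaign mean inhibition plus 3 SD, cut at about 35% in these data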;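 also: 0% = GSTO1-1 with DMSO and 100% = wells lacking GSTO1-1 enzyme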
# Fam108B counter: mouse Fam108B serine hydrolase inhibitors, primary screen, counter-screen for RBBP9 inhibitor project, biochemical, fluorescence polarization | recombinant Fam108B, FP-Rh probe fluorescence polarization | inhibition, % at 9.51 µM | 300,000 tested, 0.33% active | AID 1947, 2009;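 active = inhibition above the screen mean inhibition plus 3 SD, computed separately per campaign, cut at about 18% in these data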;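 also: inhibitors lower polarization as less probe binds the enzyme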
# PAFAH1B2 FP inh: PAFAH1B2 enzyme inhibitors, primary screen, biochemical, fluorescence polarization, human | Platelet-activating factor acetylhydrolase IB subunit alpha2 (Homo sapiens), P68402 | recombinant PAFAH1B2, FP-rhodamine activity probe | inhibition, % at 3.39 µM | 340,000 tested, 1.2% active;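 active = inhibition above the mean of all tested compounds plus 3 SD, cut at about 24% in these data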;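 also: 0% = enzyme with DMSO and 100% = wells lacking PAFAH1B2; many of its hits are not listed in these tables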
# LYPLA1 counter: LYPLA1 inhibitors, primary screen, counter-screen for PME1 inhibitor project, biochemical, fluorescence polarization, FP-Rh probe ABPP. recombinant LYPLA1. 320,000 tested, 0.16% active. inhibition, % at 5.9 µM. Acyl-protein thioesterase 1 (Homo sapiens), O75608. AID 2174, 2009;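 active = inhibition above the mean of all tested compounds plus 3 SD, set per campaign, cut at about 14% in these data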;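 also: inhibitors block serine hydrolase probe labeling of LYPLA1 so polarization falls; 0% = enzyme with DMSO and 100% = wells lacking LYPLA1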
# Target sequence (O75608 whole entry, looked up): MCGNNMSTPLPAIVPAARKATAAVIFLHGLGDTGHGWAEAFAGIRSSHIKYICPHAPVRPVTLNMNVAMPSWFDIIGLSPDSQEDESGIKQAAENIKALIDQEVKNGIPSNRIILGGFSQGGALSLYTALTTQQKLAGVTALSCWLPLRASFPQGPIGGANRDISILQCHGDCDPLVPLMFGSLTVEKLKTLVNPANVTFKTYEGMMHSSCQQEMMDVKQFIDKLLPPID
# pPAFAH inh: pPAFAH enzyme inhibitors, primary screen, biochemical, fluorescence polarization, human; Platelet-activating factor acetylhydrolase (Homo sapiens), Q13093; recombinant pPAFAH, FP-rhodamine probe fluorescence polarization; 330,000 tested, 1.5% active; inhibition, % at 3.39 µM; AID 463082, 2010;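 active = inhibition above the mean inhibition across the screen plus 3 SD, cut at about 25% in these data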;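 also: inhibitors block binding of the rhodamine activity-based probe so polarization drops; 0% = enzyme with DMSO and 100% = wells lacking pPAFAH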
# PAFAH1B3 inh: PAFAH1B3 enzyme inhibitors, primary screen, biochemical, fluorescence polarization, human. 340,000 tested, 0.28% active. AID 492972, 2010. recombinant PAFAH1B3, FP-rhodamine probe. Platelet-activating factor acetylhydrolase IB subunit alpha1 (Homo sapiens), Q15102. inhibition, % at 3.39 µM;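 active = inhibition above the screen-wide average of all tested compounds plus 3 SD, cut at about 25% in these data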;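 also: 0% = enzyme with DMSO only and 100% = wells lacking PAFAH1B3 protein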
# Target sequence (Q15102 whole entry, looked up): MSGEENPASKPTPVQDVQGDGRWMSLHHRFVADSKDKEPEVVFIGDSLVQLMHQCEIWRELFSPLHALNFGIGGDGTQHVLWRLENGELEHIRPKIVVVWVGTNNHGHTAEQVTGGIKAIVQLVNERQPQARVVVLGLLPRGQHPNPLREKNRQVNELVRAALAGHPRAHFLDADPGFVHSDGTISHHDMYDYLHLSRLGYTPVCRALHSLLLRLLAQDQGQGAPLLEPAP
# * marks the source's active call; other numbers are inactive results; · = no result given; & = joins results of further samples. An excerpt; the hit share may differ from the screen's.
SMILES,PAFAH2 FP inh,PAD4 FP inh,PME-1 primary,GSTO1 inh,Fam108B counter,PAFAH1B2 FP inh,LYPLA1 counter,pPAFAH inh,PAFAH1B3 inh
Cc1ccc(OCCNC(=O)c2ccc(C)o2)cc1,-12,-2,4,·,·,-3,3,1,6
CC(=O)N1CCN(CC(=O)Nc2cc([N+](=O)[O-])ccc2Cl)CC1,3,1,11,-2,7,3,-3,4,-5
Cc1ccc(S(=O)(=O)N(CC(=O)N(C(C)C)C(C)C)C(=O)N2CCN(C)CC2)cc1,5,-4,2,5,2,0,0,1,11
Cc1oc(/N=C/c2ccc3c(c2)OCO3)c(C#N)c1C,1,7,-6,-1,0,0,0,-2,5
CSc1nnc(-c2ccccc2)n1C,-5,-5,6,1,1,0,-6,2,5
COC(=O)C1=NN(c2ccccc2)C2(S1)S/C(=C\c1ccccc1)C(=O)N2c1ccccc1 (centres undefined),5,-6,-2,-11,-6,2,1,7,5
CC[C@]1(C(=O)OC)[C@H]2C(=O)N(Cc3ccccc3)C(=O)[C@H]2[C@H]2CN=C(SCc3ccc(C(=O)OC)cc3)N21,-2,-3,·,·,·,5,·,3,5
c1ccc(-c2n[nH]c(-c3ccccn3)n2)nc1,3&3,4&-2,-4&3,16&14,3&1,0&10,-2&2,-2&9,3&8
O=C(Nc1ncc(S(=O)(=O)c2ccc([N+](=O)[O-])cc2)s1)c1ccc2ccccc2c1,-1,-1,-2,4,2,0,4,-1,4
O=C(Cn1c(C(F)(F)F)nc2ccccc21)c1ccc(Br)cc1,-2,4,1,1,1,-3,0,-1,-1
Cc1c(NC(=O)N(C)C)c(=O)n(-c2ccccc2)n1C,5,0,-1,7,-2,1,2,1,4
COc1ccc(S(=O)(=O)NNC(=O)Nc2ccc(F)cc2F)c(OC)c1,0,1,-3,-4,0,2,-1,0,7
COc1cc(OC)cc(C(=O)Nc2ccc(NC(=O)c3ccco3)c(Cl)c2)c1,-7,-6,-7,-8,-18,-6,-2,-1,1
CCc1ccc(OCC(=O)Nc2cc(S(=O)(=O)CC)ccc2O)cc1,23,-3,-12,-5,5,5,5,11,-5
O=C(CN(c1ccc(F)cc1)S(=O)(=O)c1ccccc1)NC1CCCCCC1,3,-2,8,-5,1,-3,5,4,11
COc1ccccc1-n1cnnc1SCC(=O)Nc1cc(C(C)(C)C)nn1-c1ccccc1,5,-7,-10,2,4,4,0,3,6
COc1ccc(NC(=O)c2cccnc2)c(OC)c1,-3,-6,1,-1,6,2,0,2,9
Cc1ccc(Cn2ncc3c(N4CCN(c5ccccc5C)CC4)ncnc32)cc1,-8,5,4,2,-1,-1,-1,2,1
C/C(CCN1CCc2nc(-c3ccccc3)c(-c3ccccc3)cc2C1)=N\O[C@@H](C)c1cn([C@H](CO)Cc2ccccc2)nn1,·,1,1,7,1,·,-3,8,·
Cc1cc(Br)cc(C)c1NC(=O)c1ccccc1[N+](=O)[O-],3,-1,-2,1,-3,1,3,-6,2
COc1ccc([N+](=O)[O-])c(OC)c1C(=O)NC(=O)Nc1nc(C)nc(C)n1,6,0,-2,3,-2,3,-1,7,9
OCCCn1c(C2CCCN2c2nc(-c3ccc(Cl)cc3)cs2)nc2cc(Cl)c(Cl)cc21 (centres undefined),-10,-1,-8,3,-1,1,-6,0,-10
CN(C)S(=O)(=O)c1cccc(NC(=O)c2cc(-c3cccs3)nn2-c2ccccc2)c1,-12,-4,-12,-8,-10,2,-7,-3,7
CCOC(=O)C(C(C)=O)=C1SC2CS(=O)(=O)CC2S1 (centres undefined),14,2,1,4,-11,3,1,-7,3
CCOC(=O)Cn1nnnc1C(CC)N(Cc1cccs1)Cc1cc2cc(C)ccc2[nH]c1=O (centres undefined),-4,-5,0,-4,-1,2,-5,4,-5

# Next results:
SMILES,PAFAH2 FP inh,PAD4 FP inh,PME-1 primary,GSTO1 inh,Fam108B counter,PAFAH1B2 FP inh,LYPLA1 counter,pPAFAH inh,PAFAH1B3 inh
CCOC(=O)C(C)n1cnc2c(nnn2Cc2ccc(C)cc2)c1=O (centres undefined),3,-6,1,2,-3,4,-1,-6,4
CC12CC(c3ccccc3O1)N(C(=O)c1ccco1)C(=O)N2c1ccccc1 (centres undefined),-4,1,2,1,1,1,2,0,-4
CCn1c(CNc2nc3ccccc3n2C(C)C)nc2ccccc21,1,3,9,4,3,-5,0,1,5
CCOC(=O)N1CCC(N2Cc3cccc(C(=O)Nc4ccc(OCC)cc4)c3C2=O)CC1,6,-1,-4,8,1,-2,-2,10,1
CCCCCCNc1c([N+](=O)[O-])c(=O)sc2ccccc12,-1,0,-8,-8,-6,3,-5,1,-1
CN(C)c1ccc(NC(=S)NCC2CCCO2)cc1 (centres undefined),4,0,2,5,3,5,1,2,14
CC(=O)Nc1cccc(-c2nc3ccccc3o2)c1,3,3,3,1,-2,0,1,6,7
CN(C)c1nc(N/N=C/c2c[nH]c3ccccc23)nc(N2CCOCC2)n1,6,0,-5,3,-4,11,2,3,2
CCOc1c(O)ccc(/C=C2\SC(=S)NC2=O)c1[N+](=O)[O-],7,-17,-2,56*,10,9,-1,9,25
Cn1c(=O)c(C(=O)COc2ccc(F)cc2Cl)c(N)n(Cc2ccccc2)c1=O,-2,-2,-3,-11,-1,4,-6,-2,8
CC1CN(C(=S)Nc2ccc(Cl)cc2)CC(C)O1 (centres undefined),7,-6,-1,4,-3,2,4,3,14
Cc1ccc(-c2nnc(/C=C/c3ccccc3)o2)cc1,4,-3,-2,-4,-5,-7,0,-3,5
CC(=O)Nc1nc(C)c(Oc2ccc(C)cc2)c(=O)[nH]1,0,0,1,-4,2,3,2,2,-8
Cc1cccc(C)c1NC(=O)CCCSc1nnc(-c2ccco2)n1-c1ccccc1,2,0,-1,-6,-2,3,-6,7,0
CC(C)C[C@@H]1CN=C(N)N1C[C@@H]1CCCN1C[C@@H](C(C)C)N1C[C@@H](Cc2ccccc2)N(CCCC2CCCC2)C1=N,3,1,·,·,·,-3,·,-1,5
Cc1cccc(C)c1NC(=O)CNC(=O)COC(=O)c1ccc(Cl)s1,0,1,·,·,·,2,·,4,0
O=C(Nc1ccccc1)NN1CC(=O)N(c2ccc(Cl)cc2)CC1=O,-5,1,-2,-2,0,-3,0,7,2
COc1ccc(-c2n[nH]c(C)c2-c2cscn2)c(O)c1,6,-3,2,2,-5,7,0,4,4
Cc1ccc2c(c1)NC(=O)C(CC(=O)NCCN(CC(C)C)CC(C)C)O2 (centres undefined),2,2,-12,-1,0,-5,1,2,5
COCCn1c(-c2ccc(Cl)cc2)nc2oc3cc(OC)ccc3c(=O)c2c1=O,·,-3,5,1,-4,·,5,0,·
Cc1nnc(SCC(=O)NNC(=O)c2ccc(Br)cc2)n1C,·,-4,0,4,-1,·,-3,-1,·
CC(C)C(=O)Nc1ccc(C(=O)CSc2nnc(C3CC3)n2C2CC2)cc1,4,0,2,·,·,2,-2,-4,2
COc1ccc(S(=O)(=O)N(C)CC(=O)N2CCN(c3ccccc3)CC2)cc1,-4,-3,1,-3,3,4,1,2,7
COc1ccc(C(=O)N/C(=C\c2ccco2)C(=O)NCCN2CCOCC2)cc1,5,3,3,10,4,2,0,1,2
COc1cccc(N2C(=O)C3CCCN3C2c2cccs2)c1 (centres undefined),2,-3,-2,0,1,-1,-1,12,3

# Continued; it opens with the 4 that closed the last part.
SMILES,PAFAH2 FP inh,PAD4 FP inh,PME-1 primary,GSTO1 inh,Fam108B counter,PAFAH1B2 FP inh,LYPLA1 counter,pPAFAH inh,PAFAH1B3 inh
CC(C)C(=O)Nc1ccc(C(=O)CSc2nnc(C3CC3)n2C2CC2)cc1,4,0,2,·,·,2,-2,-4,2
COc1ccc(S(=O)(=O)N(C)CC(=O)N2CCN(c3ccccc3)CC2)cc1,-4,-3,1,-3,3,4,1,2,7
COc1ccc(C(=O)N/C(=C\c2ccco2)C(=O)NCCN2CCOCC2)cc1,5,3,3,10,4,2,0,1,2
COc1cccc(N2C(=O)C3CCCN3C2c2cccs2)c1 (centres undefined),2,-3,-2,0,1,-1,-1,12,3
O=C(Nc1ccccn1)C1CCN(S(=O)(=O)c2cccc3nonc23)CC1,-2,-1,1,6,4,2,2,2,-3
CCOc1ccc(/C=C2\SC(=S)N(N3C(=O)C4CC4C3=O)C2=O)cc1 (centres undefined),6,0,-9,7,-1,3,-1,7,-3
CC(C)NC(=O)c1ccc2c(c1)S(=O)(=O)c1ccccc1C2=O,5,-1,-6,-9,-1,-3,4,1,6
Cc1ccc(-c2nn(-c3cccc(F)c3)cc2CN2CCN(c3ccccn3)CC2)o1,-3,-3,-2,-4,2,-4,0,9,-2
COc1cc(C)c(S(=O)(=O)n2ccc(C)n2)cc1C,-5,-3,2,2,0,6,-3,2,5
N#Cc1ccc(N/N=C/c2ccccc2)c([N+](=O)[O-])c1,1,2,-2,0,0,1,-5,5,-6
COC(=O)c1scc(S(=O)(=O)C(C)(C)C)c1-n1cccc1,0,3,6,-4,2,6,-2,-1,1
O=C(O)c1cccc(NC2=C(n3nnc4ccccc43)C(=O)c3ccccc3C2=O)c1,3,5,1,62*,2,5,-4,-1,29*
O=c1sc2ccccc2c(N2CCN(c3ccccc3)CC2)c1[N+](=O)[O-],2,-4,2,-22,1,1,-3,6,3
CN(CC(=O)N1CCCC1)S(=O)(=O)c1ccc(Cl)cc1,1,-2,-4,1,3,6,3,-1,3
N/C(=N\c1nc(CSc2ccc(Cl)cc2)cc(=O)[nH]1)Nc1ccccc1C(F)(F)F,-8,0,0,2,-4,4,-1,6,0
CC(Oc1ccc2c(c1)oc(=O)c1ccccc12)C(=O)NC(Cc1c[nH]c2ccc(O)cc12)C(=O)O (centres undefined),7,3,-1,-1,0,3,1,7,6
O=C(CCn1c(=S)oc2ccccc21)Nc1ccccc1Br,4,-2,4,4,-2,2,1,0,8
COCCn1c(SCC(=O)Nc2cc(C)cc(C)c2)nnc1C(C)C,1,2,1,8,-1,1,1,4,8
O=C1CCCC(=O)N1c1ccc(Oc2ccc(Cl)cc2)cc1,5,7,10,1,0,2,2,9,2
CC(C)(CNC(=O)COc1ccccc1Cc1ccccc1)N1CCOCC1,0,0,2,0,-5,12,0,0,1

# High-throughput results (PubChem BioAssay)
